# PPARg SRC3 recr – promotes SRC-3 coactivator recruitment by human PPARgamma; hit rate 0.26% among 200,000; biochemical PPARgamma/SRC-3 coactivator recruitment assay; activation, % at 8 µM; in the data active = activation above about 23%;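 note: 0% = DMSO and 100% = reference agonist; some compounds past the cut are filed as inactive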
# TLR4 MyD88 comp – TLR4-MyD88 interaction inhibition in cells. HeLa CL3-4 TLR4/MyD88 BLA complementation, FRET ratio. inhibition, % at 8.4 µM. hit rate 0.18% among 200,000; in the data active = inhibition above about 25%;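 note: 0% = vehicle and 100% = reference inhibitor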
# PPARg SRC-1 ag – agonists of human PPARgamma SRC-1 coactivator recruitment; P37231; activation, % at 8 µM; AID 631; PPARgamma-SRC-1 coactivator recruitment biochemical assay; hit rate 0.41% among 200,000; in the data active = activation above about 19%;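 note: 0% = DMSO and 100% = reference agonist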
# STAT3 activator – activators of IL-6 induced STAT3 signaling | activation (% of control), % at 5.6 µM | U3A cells, IL-6 STAT3-luciferase reporter, luminescence; 100% = signal with IL-6 EC80 alone | hit rate 0.91% among 190,000;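 active = activation above the screen-wide mean of compound activation plus 3 SD, cut at about 130% in these data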;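 note: 0% = background luminescence of wells with medium and substrate only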
#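 Material: human STAT1-deficient U3A cells with stable STAT3-luciferase reporter / Probe or stimulus: IL-6 stimulus at 33 ng/mL final / Schedule: 1 h compound pre-exposure, 6 h IL-6 stimulation, 37 °C / Technique: luminescence / Read-out basis: percent of IL-6-only median luminescence / Control set: IL-6-only high control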
# RAM inhibit – inhibitors of the yeast RAM network. hit rate 1.8% among 190,000. inhibition, % at 50 µM. S. cerevisiae dse1pr::URA3 reporter, 5-FOA growth OD615, 2 d; analog-sensitive cbk1-as2 kinase mutant strain. AID 868;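 active = inhibition above a set limit, 3 SD over mean compound inhibition, cut at about 8.4% in these data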;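 note: 0% = DMSO-only wells with no growth and 100% = 10 µM 1-NA-PP1 full growth; inhibition rescues growth on 5-FOA so higher OD means more RAM inhibition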
# SRC2 TRFRET art – TR-FRET artefact, counter-screen to PPARgamma/SRC-2 agonist assay | active compounds read high | TR-FRET ratio at 8 µM | hit rate 0.4% among 200,000 | AID 1049; in the data active = TR-FRET ratio above about 2000; note: inactives centre near 1500
# ROMK primary – modulators of human ROMK potassium channel. P48048. Tet-inducible ROMK, thallium flux fluorescence; actives lie on both sides. B-score at 10 µM. hit rate 2% among 130,000. AID 1918;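 active = signal ratio slope over the read window, or its plate-corrected B-score, at least 3 SD from the plate mean, either direction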;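 note: B-score of the F/F0 ratio slope over 7 to 12 s after thallium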
# Target sequence (P48048 whole entry, looked up): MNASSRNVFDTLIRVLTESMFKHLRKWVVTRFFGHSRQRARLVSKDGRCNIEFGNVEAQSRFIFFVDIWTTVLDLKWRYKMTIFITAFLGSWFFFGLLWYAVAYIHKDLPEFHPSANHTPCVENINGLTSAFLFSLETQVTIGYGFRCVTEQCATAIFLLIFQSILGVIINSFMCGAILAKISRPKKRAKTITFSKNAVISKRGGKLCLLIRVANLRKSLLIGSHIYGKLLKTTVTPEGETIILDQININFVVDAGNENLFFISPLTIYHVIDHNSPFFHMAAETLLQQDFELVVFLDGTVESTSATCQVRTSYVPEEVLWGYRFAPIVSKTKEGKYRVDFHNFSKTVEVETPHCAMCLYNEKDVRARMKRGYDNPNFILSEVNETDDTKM
# STAT3 blocker – inhibitors of IL-6 induced STAT3 signaling | AID 862 | hit rate 0.89% among 190,000 | inhibition, % at 5.5 µM | U3A cells, IL-6 STAT3-luciferase reporter, luminescence; host cell line lacks STAT1;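 active = inhibition above the mean inhibition across all screened compounds plus 3 SD, cut at about 44% in these data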;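 note: 0% = DMSO only wells and 100% = 100 µM nifuroxazide control wells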
# S1P3 antag – blocks the human S1P3 receptor; inhibition, % at 4.98 µM; AID 485; Q99500; CHO S1P3 NFAT-BLA reporter, FRET fluorescence, antagonist mode; hit rate 0.27% among 170,000;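 active = inhibition above the plate cutoff, the mean inhibition of test wells on that plate plus 3 SD, cut at about 28% in these data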;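 note: cells challenged with S1P at its EC80 of 0.8 µM; blue over green emission ratio from cleaved BLA substrate after 4 h stimulation; 0% = S1P-stimulated wells and 100% = unstimulated DMSO-only wells; some compounds past the cut are filed as inactive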
# Target sequence (Q99500 whole entry, looked up): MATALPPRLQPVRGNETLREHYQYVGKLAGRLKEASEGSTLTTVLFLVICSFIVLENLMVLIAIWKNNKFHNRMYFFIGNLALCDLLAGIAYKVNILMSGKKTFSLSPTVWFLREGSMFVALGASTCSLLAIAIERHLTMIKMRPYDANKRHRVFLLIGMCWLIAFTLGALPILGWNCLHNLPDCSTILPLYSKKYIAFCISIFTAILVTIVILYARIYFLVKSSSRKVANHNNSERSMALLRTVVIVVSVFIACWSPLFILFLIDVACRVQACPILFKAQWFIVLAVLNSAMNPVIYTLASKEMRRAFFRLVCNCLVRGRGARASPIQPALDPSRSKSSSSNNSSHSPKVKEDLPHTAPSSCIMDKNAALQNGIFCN
# STAT1 blocker – STAT1 signaling inhibition. NIH 3T3 STAT1-luciferase reporter, IFN-gamma, luminescence. inhibition, % at 5.5 µM. hit rate 0.35% among 200,000. AID 920;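 active = inhibition above a set limit, the mean inhibition across all tested compounds plus 3 SD, cut at about 34% in these data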;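 note: 0% = IFN-gamma with DMSO and 100% = IFN-gamma with 300 µM nifuroxazide; values of inactives mirror those of a sister screen read the other way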
# PPARg SRC-2 ag – PPARgamma-driven SRC-2 recruitment agonism | PPARgamma LBD-SRC-2 recruitment, biochemical | P37231 | hit rate 0.34% among 200,000 | activation, % at 8 µM; in the data active = activation above about 22%;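 note: 0% = vehicle and 100% = reference agonist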
# Active calls of the source: *; . = no result given.
SMILES,PPARg SRC3 recr,TLR4 MyD88 comp,PPARg SRC-1 ag,STAT3 activator,RAM inhibit,SRC2 TRFRET art,ROMK primary,STAT3 blocker,S1P3 antag,STAT1 blocker,PPARg SRC-2 ag
COC(=O)C(C(=O)Nc1ccccc1C)C1CCCC1 (stereo unspecified),-6,-11,-1,104,0.0,1589,-0.14,0,21,-1,-5
O=C(COC(=O)c1oc2ccccc2c1COc1ccccc1)NCCN1C(=O)CSC1=O,0,-15,-6,97,5.3,1310,.,-1,6,-4,4
Cc1ccc(C)c(N2CCN(S(=O)(=O)c3ccc4c(c3)OCCO4)CC2)c1,0,-2,4,99,7.5,1449,.,5,-2,3,1
CC(C)NC(=O)c1cc(-c2ccco2)on1,4,3,8,103,1.6,1513,-0.12,-1,-1,-18,8
CC(=O)Nc1ccc(-c2nnc(SCC(=O)NCc3ccco3)n2C)cc1,-1,4,-3,98,2.2,1521,0.61,8,.,-6,-2
C/C(=N/NC(=O)Cc1c(C)[nH][nH]c1=O)c1ccc(O)cc1,1,-4,-3,97,3.0,1658,.,6,-2,-9,1
COc1ccc(N(Cc2cc3ccccc3[nH]c2=O)S(C)(=O)=O)cc1,0,2,-1,92,3.4,1476,-1.5,12,-15,6,5
CCOC(=O)CN(C(=O)CSc1nnc(CNc2ccc(C)cc2C)o1)c1ccccc1,1,0,6,110,5.2,1566,-1,-9,.,-5,2
CCN(CC)S(=O)(=O)c1ccc(C(=O)Oc2ccc3c(c2)OCO3)cc1,-10,0,-6,101,7.6,1497,0.61,2,1,0,3
Cc1nn(Cc2ccc(Cl)cc2)c2sc(C(=O)O)cc12,7,-1,-5,113,0.9,1438,0.2,-1,5,-7,-3
CCOC(=O)c1ccc(NC(=O)CN2C(=O)CCC2=O)cc1,3,6,2,105,1.2,1386,.,-4,.,-1,8
CC1=C(C(=O)Nc2ccccc2)C(c2ccc3c(c2)OCO3)C2=C(CCCC2=O)N1 (stereo unspecified),2,-8,-2,103,-0.3,1215,.,-2,4,-3,-4
O=C(NC1CCCCCC1)c1nc2ncccn2n1,-2,2,1,96,0.7,1458,-0.52,9,5,0,0
COc1cc2c(C(=O)N3CCN(c4ccccc4F)CC3)cn(C)c(=O)c2cc1OC,0,5,5,94,2.3,1543,-0.096,8,0,14,2
COc1ccc(CNC(=O)CSc2ccc(Br)cc2)cc1OC,0,7,-12,100,4.8,1539,.,-4,-6,-5,-1
CC(C)Cc1nnc(NS(=O)(=O)Cc2ccccc2)s1,4,-4,2,87,-0.3,1399,0.99,19,.,-2,7
CCOC(=O)COc1cccc2c(=O)n(CC(=O)NCCc3ccccc3)ccc12,3,4,5,111,0.8,1436,0.75,-12,1,8,8
CCOC(=O)C1CCN(c2cc(C)nc3ccc(OC)cc23)CC1,4,14,2,105,0.4,1560,-0.81,0,-9,7,7
O=C(CSc1nnc2scc(-c3ccc(Cl)cc3)n12)NCc1ccco1,-11,-3,5,108,0.6,1648,-0.42,-8,8,4,7
O=C1c2ccccc2NC(c2ccc(O)cc2)N1Cc1ccco1 (stereo unspecified),-5,17,4,105,0.0,1337,-0.053,-10,.,2,-12
CC(=O)NNc1ncnc2c1cnn2-c1ccc(C)c(C)c1,0,4,5,100,-0.4,1616,0.15,7,0,-25,5
O=C(Cn1c(C(F)(F)F)nc2ccccc21)c1ccc(Cl)cc1,8,6,8,89,1.8,1613,.,21,.,10,4
O=C(c1sc2ccccc2c1Cl)N(Cc1ccccc1)C1CCS(=O)(=O)C1 (stereo unspecified),3,0,-3,106,5.4,1451,.,-2,.,-1,-4
O=C(Cn1cc(SCc2ccc(F)cc2)c2ccccc21)N1CCOCC1,0,-5,-4,116,0.8,1399,0.65,-21,-12,-2,-3
COc1c2ccc(C(=O)NCCCCc3ccccc3)cc2nn1C,6,8,7,106,-0.9,1742,.,0,.,-3,12

# Next entries follow:
SMILES,PPARg SRC3 recr,TLR4 MyD88 comp,PPARg SRC-1 ag,STAT3 activator,RAM inhibit,SRC2 TRFRET art,ROMK primary,STAT3 blocker,S1P3 antag,STAT1 blocker,PPARg SRC-2 ag
O=C(Nc1cc(C(F)(F)F)ccc1N1CCOCC1)c1c(F)c(F)c(F)c(F)c1F,-3,-1,0,101,1.9,1614,.,0,0,5,-2
CN(C)Cc1nc2c(c(=O)[nH]1)C(C)(C)Cc1ccccc1-2,6,3,3,100,1.6,1682,.,7,.,6,10
COc1cccc(NC(=O)CNC(=O)c2ccc(OC)c(OC)c2)c1,-3,-12,-2,103,3.0,1353,-0.98,-1,-14,-5,-3
COc1ccccc1Nc1cc(C(=O)N2CCc3ccccc3C2)c2ccccc2n1,4,-18,-1,131,2.2,1731,-0.24,-30,9,11,12
CC1(C)CC(=O)CC(=Nc2ccc3[nH]c(=O)[nH]c3c2)C1,-8,6,2,101,1.6,1682,.,5,18,-7,8
CCc1ccc[n+](-c2[nH]c(=O)sc2/C=N/NC([S-])=Nc2ccccc2)c1,9,1,1,96,-1.8,1728,.,5,-7,3,2
CCCNC(=O)c1ccccc1NC(=O)Nc1ccccc1C,1,-17,5,104,4.5,1507,1.2,1,.,-8,3
CCOc1ccc(OCCn2nnc3ccccc3c2=O)cc1,2,-3,4,93,5.0,1600,.,11,-3,-29,1
Cc1ccccc1NC(=S)NCCSc1ccc(Cl)cc1,4,-22,13,95,1.3,1594,-1.7,14,16,1,10
CCOC(=O)C1(CC2CC2)CCN(Cc2cn[nH]c2-c2ccccc2)CC1,0,0,1,95,0.9,1827,-0.68,8,12,2,2
Cc1nc(N2CCN(Cc3nc4ccccc4[nH]3)CC2)c2oc3ccccc3c2n1,1,-1,3,105,1.0,1385,.,-2,.,11,7
COc1ccccc1CCNC(=O)c1nc(-c2cccs2)no1,4,-13,3,109,0.1,1445,-0.14,2,2,-6,5
COc1ccc([N+](=O)[O-])cc1N(CC(=O)Nc1ccccc1C(=O)NC(C)C)S(C)(=O)=O,5,-21,1,94,2.9,1658,1.6,9,-5,0,2
CC1=C[C@H]2Cc3cc(C)cc(C)c3S(=O)(=O)[C@@H]2C=C1,1,-11,2,99,-0.2,1596,.,4,9,10,-2
O=C(O)CNC(=S)NCc1ccccc1,-2,-9,5,93,1.9,1796,0.25,11,-4,0,0
CCn1c(CN2CCN(c3ccc(Cl)cc3)CC2)nc2ccccc21,11,2,-1,96,-0.2,1632,-3.1,8,.,6,6
COc1ccc2[nH]c(=O)c(CN(C(=O)c3ccco3)C3CCCCC3)cc2c1,0,-2,2,99,5.2,1502,0.79,9,.,5,7
C=CCc1cc(/C=C/c2nc(O)c([N+](=O)[O-])c(=O)[nH]2)cc(OC)c1O,2,-2,3,100,1.8,1604,-0.38,3,-11,-16,12
CCCCCCCCn1c2c(c(=N)c3c1CCC3)CCCC2,1,29*,-2,38,1.1,1641,-2.1,76*,22,30,-11
COc1ccc(CCN(Cc2ccccn2)C(=S)Nc2ccc(C)cc2)cc1OC,-2,3,2,95,-0.6,1620,0.41,13,3,6,6
CC1=C(C(=O)Nc2ccc(C)cc2)C(c2cccs2)NC(=S)N1 (stereo unspecified),1,-1,3,98,1.7,1652,0.45,2,3,6,7
CCC(CC)c1nnc(NC(=O)CCCN2C(=O)c3ccccc3C2=O)s1,-5,-8,3,100,1.9,1553,0.21,1,.,0,-1
O=Cc1cnc(N2CCOCC2)nc1,2,-9,9,99,0.6,1765,0.96,1,-6,4,6
O=C(CSc1nnc2ccccn12)Nc1cccc(-c2nc3ccccc3s2)c1,4,0,2,108,1.9,1430,.,-3,-2,-40,-1
CCCc1ccc(OCc2ccc(C(=O)OC)o2)c(OC)c1,-3,-1,-7,110,0.7,1477,.,-12,-3,-35,5

# Carrying on.
SMILES,PPARg SRC3 recr,TLR4 MyD88 comp,PPARg SRC-1 ag,STAT3 activator,RAM inhibit,SRC2 TRFRET art,ROMK primary,STAT3 blocker,S1P3 antag,STAT1 blocker,PPARg SRC-2 ag
CCn1cc([N+](=O)[O-])c(C(=O)N2N=C(c3cccc4ccccc34)CC2c2ccccc2O)n1 (stereo unspecified),9,11,5,102,8.0,1664,0.01,2,.,4,10
O=C(c1ccc(Cl)cc1)c1cc(-c2ccccn2)c(N2CCOCC2)s1,13,-2,7,95,0.3,1615,.,7,.,-1,0
O=C(Cn1cnc2ccccc2c1=O)Nc1ccc2c(c1)OCO2,3,-18,8,108,1.8,1731,0.62,-7,-7,-25,1
COCCCNC(=O)Nc1ccc2c(c1)N(C)C(=O)CS2,-3,-9,-1,104,0.0,1417,-1.1,3,.,-10,4
CC(C)NC(=O)c1ccc(Cl)cc1Cl,1,1,-2,99,3.8,1748,0.39,7,1,10,-6
FC(F)(F)c1cc(-c2cccs2)nc2cc(-c3ccccc3)nn12,3,16,-3,94,6.1,1446,0.12,7,-6,-3,-2
Cc1ccc(C(=O)N/C(=C\c2cccs2)C(=O)NCc2cccnc2)cc1,2,-4,-6,104,-0.4,1575,0.3,-1,-13,-5,-3
Cc1ccc2nc(-c3ccncc3)cc(C(=O)Nc3ccc4c(c3)OCCO4)c2c1,1,6,8,82,0.5,1468,-1,26,-7,-5,-5
CC1CC(C)CN(C(=O)CSc2nnc(-c3ccc(Cl)cc3)o2)C1 (stereo unspecified),-2,2,-1,101,4.1,1438,.,8,8,-10,-5
CCN(C(=O)c1ccnc(C(C)(C)C)c1)c1ccccc1,5,-4,0,105,0.2,1468,.,-3,-33,-1,-3
CCOC(=O)C(C)n1nc(C)c2sc3ccccc3c2c1=O (stereo unspecified),-7,5,-5,94,0.3,1493,.,11,-4,3,-2
COc1ccccc1Nc1ncnc2c1oc1ccccc12,1,-4,3,114,5.0,1337,.,-13,5,-40,5
O=C(Nc1ccc(N2CCN(C(=O)c3ccco3)CC2)cc1)c1cccc(F)c1,13,0,8,89,6.8,1529,0.25,16,16,-15,-2
O/N=C1\CC/C(=N\O)c2nn(-c3ccc(Cl)cc3Cl)nc21,15,-12,0,97,2.7,1516,-0.97,6,22,-8,-6
Cc1cccc(OCCCn2c(=O)oc3ccc(C)cc32)c1,3,2,6,96,1.1,1684,-1.4,11,-11,-13,7
CCOC(=O)CN1NC2(CCC(C(C)(C)C)CC2)NC1=S (stereo unspecified),12,-6,8,86,0.9,1703,.,20,.,6,1
CCN1CCN(c2ncnc3sc(C(=O)Nc4ccccc4F)c(C)c23)CC1,-5,-1,-2,102,2.4,1524,-1.6,-1,12,0,-1
O=C(c1ccccc1)N(Cc1ccc(F)cc1)Cc1nc2ccccc2c(=O)[nH]1,4,0,-7,96,2.0,1456,.,8,.,6,5
COC(=O)c1ccccc1NC(=O)COC(C)=O,2,-3,1,98,0.5,1688,.,8,2,-3,9

# Source: PubChem
